RNase H inhibition – RNase H inhibition, HIV 1 Gag Pol polyprotein, FRET biochemical assay, screening (AID 372) | HIV-1 RT RNase H, FRET RNA/DNA substrate fluorescence; higher % means a stronger effect | inhibition, % at 10 µM, or IC50 in µM where a hit was titrated | 100,000 compounds, 0.77% hits; in the data active = inhibition above about 50%
* marks the source's active call; other numbers are inactive results. These rows are one share of the data. The share of hits here may be higher or lower than overall.

SMILES	RNase H inhibition
C=CCn1c(SCC(=O)NCc2ccco2)nc2sc3c(c2c1=O)CCCC3	8.0%
CS(=O)(=O)N(CC(=O)Nc1cccnc1)c1ccc(Oc2ccccc2)cc1	13.0%
O=C1C2C(C(=O)N1c1nccs1)C1C=CC2C12CC2 (stereo not given)	8.0%
COC(=O)C1=C(C)N(c2ccccc2F)C(=O)/C1=C\c1sccc1C	11.0%
O=C(Nc1c(C(=O)N2CCCCC2)cnn1-c1ccccc1)c1ccc(Br)cc1	8.0%
Cc1ccc(S(=O)(=O)N(Cc2ccccc2)Cc2ccccc2)cc1	30.0%
COc1cc(NC(=O)COc2ccccc2)cc(OC)c1	2.0%
CC1=C(C(=O)OCC(Cl)(Cl)Cl)C(c2ccc(Cl)cc2)NC(=O)N1 (stereo not given)	12.0%
Cc1cccc(/C=C2\SC(=O)N(c3ccccc3)C2=O)c1	6.0%
COc1cc(/C=C2/C(=O)NN(c3ccc(C)cc3)C2=O)cc(Br)c1O	33.0%
Cc1ccc(-c2nc3cc(NC(=S)NC(=O)c4ccc(C)c(C)c4)ccc3o2)cc1	4.0%
CCN(CC)CCCOc1ccccc1F	10.0%
CCCCOc1ccc(-c2noc(C3CCC(CCCC)CC3)n2)cc1 (stereo not given)	7.0%
COc1cc(/C=C2/SC(=S)N(CC(=O)O)C2=O)ccc1OCc1ccc(Cl)cc1	27.0%
Cc1cc(OCC(=O)NNC(=O)c2ccc(O)cc2O)cc(C)c1Cl	10.0%
c1cnc(N2CCN(Cc3ccc4ccc5cccc6ccc3c4c56)CC2)nc1	11.0%
O=C(CCN1C(=O)c2cccc([N+](=O)[O-])c2C1=O)Nc1ccc(Cl)cc1	0.0%
COc1cc(C2NC(C(=O)O)CS2)cc(I)c1OCc1ccccc1 (stereo not given)	0.0%
CNC(=O)OCCc1ccc(-c2ccccc2)o1	4.0%
COc1ccc(Oc2c(C(F)(F)F)oc3c(CN4CCCC4)c(O)ccc3c2=O)cc1	0.0%
COc1ccc(NS(=O)(=O)c2cccc(S(=O)(=O)c3ccc(Cl)cc3)c2)cc1	12.0%
CCOc1ccccc1C(=O)Nc1ccccc1C(C)C	11.0%
COc1ccc(OC)c(-n2c(O)c(C=Nc3cccc(C)c3)c(=O)[nH]c2=O)c1	10.0%
Cc1ccc(S(=O)(=O)N(CC(=O)Nc2cccc(Br)c2)c2ccc(F)cc2)cc1	18.0%
COc1ccc2oc(-c3ccccc3)c(C(N)=O)c2c1	11.0%
Cc1cccc(OCC(=O)N/N=C/c2cccc(C)c2O)c1	14.0%
COc1ccc(C(=O)Nc2ccc(Cl)c(Cl)c2)cc1Br	14.0%
CSC1=NC(C)(C)CC12C=CC(=O)C=C2	6.0%
CCc1cc(S(=O)(=O)CC)c(S(=O)(=O)CC)s1	0.0%
COc1cccc(C(=O)Nc2ccc(-c3nc4ccc(C)cc4s3)cc2)c1	27.0%
O=C1c2ccc(Oc3ccc([N+](=O)[O-])cc3)cc2C(=O)N1c1cccc(-c2nc3ccccc3o2)c1	0.0%
COc1ccc2c(c1)CC/C2=N/OC(=O)c1ccc(OC)c(OC)c1	0.0%
O=S(=O)(NCCc1ccccc1)c1ccc(Cl)cc1	13.0%
Cc1ccc(C2CC(C(F)(F)F)n3nc(C(=O)Nc4ccc(OC(F)(F)F)cc4)cc3N2)cc1 (stereo not given)	14.0%
CCCCNC(=O)/C(=C/c1ccc(OC)cc1)NC(=O)c1ccc([N+](=O)[O-])cc1	11.0%
COC(=O)c1sccc1NC(=O)c1ccc(OCC(C)C)cc1	9.0%
Cc1ccc(S(=O)(=O)N(CC(=O)N2CCOCC2)c2ccccc2F)cc1	7.0%
OC(C#CC(O)(c1ccccc1)c1ccccc1)c1ccco1 (stereo not given)	7.0%
C#CCOc1ccc(/C=C2/C(=O)NC(=O)N(c3ccccc3F)C2=O)cc1	0.0%
Cc1ccc(N=Cc2cccc(O)c2O)cc1I	14.0%
CC(C)Oc1ccccc1NC(=O)CSc1nc2ccccc2n1C	13.0%
Cc1ccc(OCC(=O)Nc2cccc(Cl)c2C)c(Br)c1	13.0%
N#Cc1c(Cl)nc(N/N=C/c2ccccc2)c(Cl)c1Cl	10.0%
CCc1c(C)sc(NC(=O)c2ccncc2)c1C#N	2.0%
O=c1c2c(nc(NCCO)n1Cc1ccccc1)-c1ccccc1CC21CCCC1	13.0%
NC(=O)CSc1cccc2cccnc12	10.0%
COc1ccc(S(=O)(=O)NCC2CCCO2)cc1C(=O)O (stereo not given)	11.0%
Brc1ccccc1N=Cc1ccncc1	0.0%
O=C1NC(=O)N(c2ccccc2)C(=O)/C1=C\c1ccc(Br)o1	5.0%
Cc1ccccc1-c1nc2ccccc2o1	19.0%
CCC(C)c1c(O)nc(SCC(=O)N2CCOCC2)[nH]c1=O (stereo not given)	4.0%
Cc1cccc(N2C(=O)C(=O)/C(=C(\O)c3ccccc3)C2c2cccc(F)c2)c1 (stereo not given)	10.0%
O=C(NCC1CCCO1)c1c(Cl)cccc1Cl (stereo not given)	0.0%
O=C(N/N=C/c1cccc(Cl)c1Cl)c1ccc(Cl)c(Cl)c1	5.0%
Cc1cccc(N=Nc2c(-c3ccccc3)[nH]n(C(N)=S)c2=O)c1C	9.0%
CCOc1ccccc1C=Nc1ccc(Cc2ccc(N=Cc3ccccc3OCC)cc2)cc1	20.0%
Cc1ccc(S(=O)(=O)Nc2ccc3c(c2)ncn3C)cc1	13.0%
CS(=O)(=O)N(CC(=O)Nc1ccccc1F)c1cccc(Br)c1	11.0%
C=C(C)[C@@H]1CC=C(CN2CCN(c3ccc(C(C)=O)cc3)CC2)CC1	5.0%
COc1ccccc1OCCOc1ccc(Cl)cc1/C=C1\SC(N)=NC1=O	16.0%
(list continues)
SMILES	RNase H inhibition
COc1ccc(-c2csc(N)c2C(=O)OC(C)C)cc1OC	4.0%
Cc1ccc(-c2nc3cc(Cl)ccc3o2)cc1NC(=O)C(Cl)(Cl)Cl	12.0%
O=C(CCN1C(=O)/C(=C/c2ccc(Cl)cc2Cl)SC1=S)Nc1cc([N+](=O)[O-])ccc1O	20.0%
CCc1c(C)c(C#N)c2nc3ccccc3n2c1Nc1ccc(OC)cc1	15.0%
CCCCCCCCCCCC(=O)NC(Oc1ccc(C(C)=O)cc1)C(Cl)(Cl)Cl (stereo not given)	10.0%
COCCCN1C(=O)c2cccc3cccc(c23)C1=O	5.0%
COC(=O)c1cc(NC(=O)c2ccc(-c3ccccc3[N+](=O)[O-])o2)cc(C(=O)OC)c1	45.0%
COc1ccc(NC(=O)c2cnccn2)c(OC)c1	18.0%
COc1ccc(/C=C(/NC(=O)c2cccc(Cl)c2)C(=O)Nc2cccc(C)c2)cc1	12.0%
c1ccc(CNc2cc(-c3ccccc3)nc(-c3ccccc3)n2)cc1	0.0%
Cc1cc(C)nc(/N=C(/N)Nc2c(C)n(C)n(-c3ccccc3)c2=O)n1	0.0%
CCOc1ccccc1NC(=O)c1cncc(Br)c1	0.0%
O=C(NCCCn1ccnc1)c1nn2c(C(F)(F)F)cc(-c3ccccc3)nc2c1Cl	3.0%
O=C(Nc1nc(-c2ccc3ccccc3c2)cs1)c1ccc(Cl)cc1[N+](=O)[O-]	15.0%
O=[N+]([O-])c1ccc(-c2[nH]nc(-c3ccccc3)c2-c2nc3ccccc3[nH]2)cc1	13.0%
COc1ccc(Cc2nc(-c3ccc(Cl)cc3)no2)cc1OC	3.0%
COC(=O)CN(c1cc(C)cc(C)c1)S(=O)(=O)c1ccccc1	22.0%
CCOc1ccccc1OCCOc1ccc(C)cc1I	30.0%
COc1ccc(OC)c(C2=C/C(=C/c3cc(OC)c(OC)c(OC)c3)C(=O)O2)c1	1.0%
CN(C)CCCN1C(=O)CSC1c1cccc([N+](=O)[O-])c1 (stereo not given)	11.0%
Cc1ccc2nc(-c3ccc(NC(=S)NC(=O)c4ccc(C)c(C)c4)cc3)oc2c1	18.0%
COc1cccc(CN2CCN(Cc3cccc(OC)c3OC)CC2)c1	4.0%
COC(=O)C1CC(=O)N(c2ccc(Cl)cc2)C1 (stereo not given)	8.0%
O=C1NC(c2ccc3c(c2)OCO3)Nc2sc3c(c21)CCCC3 (stereo not given)	18.0%
CCOC(=O)C1=C(C)N=c2s/c(=C\c3ccc(-c4ccccc4[N+](=O)[O-])o3)c(=O)n2C1c1ccc(Cl)cc1 (stereo not given)	1.0%
O=C(c1ccc(CSc2ccccc2)cc1)N1CCN(c2ccccc2)CC1	17.0%
CCCC(=O)Nc1sc(C)c(C)c1C(=O)Nc1ccccc1OC	11.0%
CCCc1cc(=O)n2[nH]c(-c3cccc(Cl)c3)cc2n1	15.0%
O=C(NCCN1CCNCC1)C(=O)Nc1ccc(F)cc1	9.0%
CCCCOc1cccc(C(=O)Nc2ccc(-c3nc4ccccc4o3)cc2)c1	29.0%
O=C(CNC(=O)c1cccc(F)c1)N/N=C/c1ccco1	2.0%
CCOC(=O)C1=C(C)N=c2s/c(=C\c3ccc[nH]3)c(=O)n2C1c1cccc(OC)c1OC (stereo not given)	25.0%
Cc1ccc(C(=O)O/C(=C/c2nc3ccccc3n2CCOc2ccccc2Cl)c2ccc(C)cc2)cc1	20.0%
COc1ccc(/C=C\C(=O)c2ccc([N+](=O)[O-])cc2)cc1OC	5.0%
CC1CCc2c(sc(NC(=O)c3cccnc3)c2C#N)C1 (stereo not given)	7.0%
CC(C)NC(=O)C1CC1(c1ccccc1)c1ccccc1 (stereo not given)	0.0%
O=c1nc(/C=C/c2ccc(-c3ccc(F)c(Cl)c3)o2)cc(C(F)(F)F)[nH]1	48.0%
CCCS(=O)(=O)c1c(S(=O)(=O)CCC)c2c(N)cccn2c1C(=O)c1ccc(OC)cc1	25.0%
Cc1ccc(N2C(=O)C(Cl)=C(Nc3cccc(O)c3)C2=O)cc1	6.0%
Cc1cc(Br)c(NCC(=O)N/N=C/c2ccc(O)cc2)c(Br)c1	31.0%
Fc1ccccc1COc1ccccc1/C=N/n1cnnc1	43.0%
CCc1ccc2oc(-c3ccc(NC(=O)Cc4ccccc4)cc3)nc2c1	5.0%
COc1cc(/C=C/C(=O)O)cc(S(=O)(=O)N(C)CCO)c1OC	0.0%
CCOC(=O)C1=C(C)NC2=C(C(=O)CCC2)C1c1ccc(N(C)C)cc1 (stereo not given)	3.0%
O=C(CSCC(=O)Nc1ccccc1)NCC(=O)c1ccccc1	4.0%
CCN(C(=O)/C=C/c1ccccc1)c1ccccc1C	15.0%
CN(C)CCN1C(=O)C(=O)/C(=C(/O)c2ccccc2)C1c1ccccc1 (stereo not given)	10.0%
O=C(Oc1cc(-c2ccccc2)c2oc(=O)sc2c1)c1ccc([N+](=O)[O-])cc1	6.0%
O=c1cc(C(F)(F)C(F)F)oc2c1ccc1ccccc12	6.0%
O=C1CSC(c2ccc([N+](=O)[O-])cc2)N1CC12CC3CC(CC(C3)C1)C2 (stereo not given)	9.0%
O=S(=O)(Nc1ccc(S(=O)(=O)N2CCOCC2)cc1)c1cccs1	4.0%
COc1cc(C(=O)N=Nc2c(O)[nH]c3ccc(Br)cc23)cc(OC)c1OC	4.0%
COc1cc(C2C(C(=O)/C=C/c3ccccc3)=C(O)C(=O)N2c2ccccc2)ccc1O (stereo not given)	1.0%
CN(C1=NC(=O)/C(=C\c2ccc(F)cc2)S1)c1ccc(O)cc1	0.0%
CCOc1cc(CNc2ccc(C)c(C)c2)ccc1OC	12.0%
Cc1c(NC(=O)c2ccc(Br)cc2)cccc1-c1nc2ncccc2o1	8.0%
O=C1CCC(=O)N1CNc1ccc(F)cc1	3.0%
COc1cc(NC(=O)COc2ccc(-c3ccc(C)cc3)cc2)c(OC)cc1Cl	4.0%
Cc1cc(OCc2nnc(NC(=O)Nc3ccc(Cl)cc3Cl)s2)ccc1Cl	34.0%
CCOc1ccc(C(=O)Nc2ccccc2C(=O)OC)cc1Br	8.0%
Other structures:
SMILES	RNase H inhibition
COc1cc(C(=O)Nc2c(C(C)C)cccc2C(C)C)cc(OC)c1OC	2.0%
COc1cccc(C2NC(=O)NC(C)=C2C(=O)Nc2cccc(Cl)c2)c1OC (stereo not given)	13.0%
CC1=C(C(=O)OCCc2ccccc2)C(c2ccc([N+](=O)[O-])cc2)C2=C(CC(C)(C)CC2=O)N1 (stereo not given)	12.0%
COC(=O)C(Cc1ccccc1)NC(=O)c1ccc(C)cc1 (stereo not given)	0.0%
Cc1ccc(S(=O)(=O)/N=C2\NC(=O)/C(=C\c3ccc4c(c3)OCO4)S2)cc1	14.0%
C/C(=N/O)c1ccc(NC2=C(N3CCCC3)C(=O)c3ccccc3C2=O)cc1	18.0%
CC(C)(C)c1ccc(S(=O)(=O)N2CCCC2C(=O)O)cc1 (stereo not given)	13.0%

3 structures already listed, ordered by molar mass, highest first:
SMILES	RNase H inhibition
CC1=C(C(=O)OCCc2ccccc2)C(c2ccc([N+](=O)[O-])cc2)C2=C(CC(C)(C)CC2=O)N1 (stereo not given)	12.0%
COc1cccc(C2NC(=O)NC(C)=C2C(=O)Nc2cccc(Cl)c2)c1OC (stereo not given)	13.0%
COC(=O)C(Cc1ccccc1)NC(=O)c1ccc(C)cc1 (stereo not given)	0.0%

Arranged by SMILES length (smallest number first): some entries from above.
SMILES	RNase H inhibition
O=C1CCC(=O)N1CNc1ccc(F)cc1	3.0%
CCOc1cc(CNc2ccc(C)c(C)c2)ccc1OC	12.0%
O=c1cc(C(F)(F)C(F)F)oc2c1ccc1ccccc12	6.0%
CC(C)(C)c1ccc(S(=O)(=O)N2CCCC2C(=O)O)cc1 (stereo not given)	13.0%
Cc1c(NC(=O)c2ccc(Br)cc2)cccc1-c1nc2ncccc2o1	8.0%
COc1cc(C(=O)Nc2c(C(C)C)cccc2C(C)C)cc(OC)c1OC	2.0%
Cc1cc(OCc2nnc(NC(=O)Nc3ccc(Cl)cc3Cl)s2)ccc1Cl	34.0%
CN(C)CCN1C(=O)C(=O)/C(=C(/O)c2ccccc2)C1c1ccccc1 (stereo not given)	10.0%
COc1cc(NC(=O)COc2ccc(-c3ccc(C)cc3)cc2)c(OC)cc1Cl	4.0%
COc1cc(C(=O)N=Nc2c(O)[nH]c3ccc(Br)cc23)cc(OC)c1OC	4.0%
C/C(=N/O)c1ccc(NC2=C(N3CCCC3)C(=O)c3ccccc3C2=O)cc1	18.0%
O=C1CSC(c2ccc([N+](=O)[O-])cc2)N1CC12CC3CC(CC(C3)C1)C2 (stereo not given)	9.0%
Cc1ccc(S(=O)(=O)/N=C2\NC(=O)/C(=C\c3ccc4c(c3)OCO4)S2)cc1	14.0%
CC1=C(C(=O)OCCc2ccccc2)C(c2ccc([N+](=O)[O-])cc2)C2=C(CC(C)(C)CC2=O)N1 (stereo not given)	12.0%
